Screens: PubChem, several laboratories
dFosB act – enhances mouse delta FosB homodimer DNA binding; purified delta FosB, TAMRA-CDK5 oligo fluorescence polarization; percent of positive-control signal above neutral wells; 340,000 compounds, 0.99% hits; P13346; activation, % at 25 µM; AID 493131;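 active means mean activation above about 17%, with every replicate also reaching it, limit read from the data, passing the limit was not always enough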;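 further: fluorescence polarization rise as delta FosB binds a TAMRA Cdk5 AP-1 oligo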
RTF Ca sens inh – cardiac RTF calcium desensitization | AID 493244 | inhibition, % at 7.15 µM | P19429+P45379 | 340,000 compounds, 0.12% hits | IANBD-labeled cardiac RTF, Ca2+ fluorescence;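 active means inhibition above the mean inhibition of all tested compounds plus 3 SD, cut at about 17% in these data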;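 further: assay run at fixed EC70 calcium of 1.6 mM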
RTF Ca sens act – increases calcium sensitivity of human cardiac regulated thin filaments; 340,000 compounds, 0.24% hits; P19429+P45379; IANBD-labeled TnC RTF fluorescence at EC20 calcium; 0% EC20 calcium, 100% full calcium; activation, % at 7.2 µM;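 active means activation above the mean over all tested compounds plus 3 SD, cut at about 30% in these data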;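 further: rise in fluorescence read as greater calcium sensitivity of cardiac thin filaments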
Mot1-301 SUMO – blocks SUMOylation pathway, rescuing yeast Mot1-301 growth; S. cerevisiae Mot1-301 growth rescue, ATP luminescence, 38.5C; percent above DMSO median, 100 means doubled; growth rescue, % at 18.8 µM; 320,000 compounds, 1% hits; AID 2716;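 active means every valid replicate shows activation above 250% relative to neutral control wells; inactive means the rest, any valid replicate at or below 250%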;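 further: OY570 slx delta 5 strain wells were the positive control but not used for scaling; some compounds called inactive have numbers as strong as hits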
Rtt109 Vps75 – C. albicans Rtt109 histone acetyltransferase inhibition; AID 540336; inhibition, % at 34.9 µM; 330,000 compounds, 0.16% hits; purified Rtt109/Vps75, ThioGlo CoA-SH fluorescence, 4 h;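 active means inhibition of at least 50% in every replicate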
Target sequence (Q5AAJ8 whole entry, looked up): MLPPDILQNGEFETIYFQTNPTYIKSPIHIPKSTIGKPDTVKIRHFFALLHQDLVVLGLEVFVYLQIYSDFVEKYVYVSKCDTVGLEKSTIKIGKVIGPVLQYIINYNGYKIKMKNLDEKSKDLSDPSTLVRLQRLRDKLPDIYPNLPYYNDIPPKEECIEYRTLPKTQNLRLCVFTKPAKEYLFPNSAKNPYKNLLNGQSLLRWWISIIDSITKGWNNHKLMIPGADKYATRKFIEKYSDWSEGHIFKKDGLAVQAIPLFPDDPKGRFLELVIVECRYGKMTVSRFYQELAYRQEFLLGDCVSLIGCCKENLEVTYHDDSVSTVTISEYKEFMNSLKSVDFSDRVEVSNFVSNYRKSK
NSD2 HMT inh – blocks human histone methyltransferase NSD2 | NSD2 peptide methylation, AlphaScreen, 120 min | 310,000 compounds, 0.54% hits | AID 743445 | inhibition, % at 12.5 µM | O96028; in the data active means inhibition above about 50%
CDK5 inh – inhibitors of human CDK5/p35 kinase; Q00535+Q15078; Recombinant CDK5/p35, ADP-Glo luminescence, 60 min; inhibition, % at 10 µM; 330,000 compounds, 0.01% hits;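 active means highest replicate inhibition of at least 50% and at least 75% of replicates reaching 50%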;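 further: plate controls were DMSO neutral control for no effect and GW8510 at 10 µM for full effect; many of its hits are not listed in these tables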
Target sequence (Q00535 whole entry, looked up): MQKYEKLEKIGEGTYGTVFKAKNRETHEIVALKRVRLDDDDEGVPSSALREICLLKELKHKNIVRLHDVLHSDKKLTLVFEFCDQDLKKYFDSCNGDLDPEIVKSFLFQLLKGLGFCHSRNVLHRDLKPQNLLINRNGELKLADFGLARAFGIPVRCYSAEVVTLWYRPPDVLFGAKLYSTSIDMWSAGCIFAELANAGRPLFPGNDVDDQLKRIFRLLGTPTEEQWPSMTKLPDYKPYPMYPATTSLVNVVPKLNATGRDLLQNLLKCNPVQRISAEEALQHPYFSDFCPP
Target sequence (Q15078 whole entry, looked up): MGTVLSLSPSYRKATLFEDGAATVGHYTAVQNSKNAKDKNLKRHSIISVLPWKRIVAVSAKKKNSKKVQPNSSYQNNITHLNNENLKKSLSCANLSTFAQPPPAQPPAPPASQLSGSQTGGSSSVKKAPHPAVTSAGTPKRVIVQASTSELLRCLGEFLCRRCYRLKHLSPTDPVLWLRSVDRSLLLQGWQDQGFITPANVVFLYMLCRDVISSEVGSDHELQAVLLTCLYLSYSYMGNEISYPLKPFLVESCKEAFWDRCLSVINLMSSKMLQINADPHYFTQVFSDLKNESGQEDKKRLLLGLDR
Keap1-Nrf2 PPI – Keap1-Nrf2 (human) interaction inhibition. Q14145. Keap1 Kelch-Nrf2 peptide fluorescence polarization, 1536-well. inhibition, % at 9.4 µM. 340,000 compounds, 0.15% hits; in the data active means inhibition above about 12%;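 further: human Keap1 Kelch domain with fluorescein labeled Nrf2 9mer peptide probe; 0% = neutral control wells and 100% = peptide positive control; higher means more block of Keap1 binding to Nrf2 peptide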
PfHsp90 set2 – growth inhibition of yeast expressing Plasmodium Hsp90; S. cerevisiae expressing PfHsp90, BacTiter-Glo ATP, 48 h; yeast lacking PDR1 and PDR3 efflux regulators; inhibition, % at 9.4 µM; 310,000 compounds, 0.32% hits;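 active means every replicate shows inhibition above about 80%, whatever the replicate mean, limit read from the data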;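 further: 0% = DMSO neutral controls and 100% = 20 µM radicicol positive controls; yeast relying on Plasmodium falciparum Hsp90 in place of its own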
PvdQ inh – blocks Pseudomonas aeruginosa PvdQ acylase activity; purified PvdQ acylase, fluorescence plate reader; AID 488965; inhibition, % at 10 µM; 340,000 compounds, 0.063% hits; in the data active means inhibition above about 30%, passing the limit was not always enough;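 further: 0% = vehicle neutral wells and 100% = reference inhibitor wells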
C-LANA FP – blocks KSHV LANA C-terminal domain binding to DNA. 340,000 compounds, 0.078% hits. inhibition, % at 9 µM. MBP-C-LANA/FAM-LBS DNA binding, fluorescence polarization;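 active means highest replicate inhibition at or above 60% at 9 µM, even if other replicates fall short; inactive means all replicates below 60% inhibition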;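 further: 0% = neutral control wells and 100% = 4 µM acridine orange control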
* marks the source's active call; other numbers are inactive results; . = not tested or not shown.

Below each SMILES – dFosB act	RTF Ca sens inh	RTF Ca sens act	Mot1-301 SUMO	Rtt109 Vps75	NSD2 HMT inh	CDK5 inh	Keap1-Nrf2 PPI	PfHsp90 set2	PvdQ inh	C-LANA FP
> COc1ccc(N(CC(=O)NCCc2ccc(Cl)cc2)S(=O)(=O)c2c(C)[nH]c(=O)[nH]c2=O)cc1
  -11	-5	2	8	-1	0	-1.0	0	5	5	-0.3
> N#CCCN(Cc1ccccc1)C(=S)Nc1ccccc1
  -2	-21	10	9	-3	-1	-2.6	-4	0	-8	0.3
> C=CC[C@@H](CC(=O)OC(C)(C)C)C(=O)OC[C@@H]1CCCN1C(=O)[C@@H](CC=C)CC(=O)N(CCO)Cc1ccccc1
  7	-2	0	4	-7	.	0.4	5	.	1	-0.1
> Cc1cc2cc3c(cc2nc1SCC(=O)N1CCCC1)OCCO3
  -5	-14	3	.	-4	1	2.1	4	-29	-11	1.5
> COc1ccc(CCC(=O)NNC(=O)c2ccc(F)cc2)cc1
  -5	-8	1	-4	-16	-1	0.4	-4	4	-13	1.8
> COc1ccc(N2C(=O)CSC(c3ccccc3)C2=O)cc1 (stereo not given)
  -10	-9	6	603	0	-2	0.0	-1	20	-7	-0.5
> Cc1ccc(Cc2c(C)nc3nc(SCC(=O)NCCCN4CCCCC4)nn3c2C)cc1
  -3	6	-4	-4	-5	1	-2.7	0	-15	18	0.5
> CCCc1nnc(SCC(=O)NC2CCCC2)n1CCOC
  4	-6	0	-17	2	1	-0.2	5	4	0	0.0
> COc1cc(OC)cc(-c2nc3nc(C)c(CCC(=O)O)c(C)n3n2)c1
  -19	-10	3	-2	1	.	2.0	-1	15	-14	-0.3
> C/C(=N\NC(=O)c1nnn(-c2nonc2N)c1-c1cccs1)c1ccc(C)cc1
  9	-4	0	74	4	4	-1.8	-2	-8	-16	1.2
> O=C(Nc1ccsc1C(=O)N1CCCCCC1)c1ccccc1
  -3	-2	3	16	3	-1	-0.1	-2	.	6	1.1
> CC(=O)Nc1ccc(N2CCCC(C)C2)c([N+](=O)[O-])c1 (stereo not given)
  -5	-8	3	17	-6	10	-3.5	-4	-32	-21	-1.4
> C[C@H](CO)N1C[C@H](C)[C@H](CN(C)C(=O)Nc2ccc(F)cc2)Oc2c(NC(=O)c3ccc(-c4nccs4)cc3)cccc2C1=O
  -8	-5	1	-1	16	.	-1.9	-2	-7	9	0.4
> O=S(=O)(c1ccc(-c2ccon2)s1)N1CCN(c2ccccn2)CC1
  1	-4	1	19	-5	-1	2.0	5	-12	-9	1.0
> O=C(CCS(=O)(=O)c1ccccc1)Nc1nncs1
  3	-18	-1	-13	-3	1	2.6	0	3	-17	0.0
> Clc1cccc(N=C2NN=C(c3ccc4c(c3)OCCO4)CS2)c1
  -5	-1	5	-17	-10	.	-1.0	1	-8	-61	-2.3
> CC(C)C(OC(=O)CCCC(=O)Nc1nccs1)C(=O)NC1CCCCC1 (stereo not given)
  -10	-16	5	-8	7	-3	-5.7	-5	9	-24	-0.3
> CC(C)(C)OC(=O)C1=C(CO)CS[C@@H]2[C@H](NC(=O)Cc3ccccc3)C(=O)N12
  -5	-9	-2	.	-5	.	-1.1	-7	-17	-11	1.4
> COc1cc(C(=O)Nc2ccc(O)cc2C(=O)O)ccc1OC(C)=O
  10	-1	4	-18	7	4	-0.1	-2	5	-8	-0.2
> C=CCNC(=O)c1ccccc1NC(=O)c1ccc(Cl)c(S(=O)(=O)Nc2cccc(C)c2C)c1
  -8	-12	-5	-11	40	-1	-0.6	2	5	8	1.9
> CCCCN(C)CCCNC(=O)CS(=O)Cc1nc(-c2ccc(OC)c(OC)c2)oc1C (stereo not given)
  -11	-4	0	2	8	2	1.5	-3	-11	-9	-0.5
> COc1ccccc1NC(=O)Nc1ccc(Cc2ccncc2)cc1
  -2	-7	0	12	23	2	-0.4	1	.	-11	0.6
> CN1CCN(S(=O)(=O)Cc2ccccc2Cl)CC1
  -12	-2	-3	1	-4	1	-2.1	3	1	6	0.6
> O=C(NC1CC1)c1sc2ccccc2c1Cl
  -5	-2	-5	11	7	24	-1.1	1	1	-18	-1.2
> CCOc1ccccc1NC(=O)CCS(=O)(=O)c1ccc(Br)cc1
  -8	-3	-9	10	6	-2	-0.4	-3	14	-4	19
> CC(=O)N1CCN(C(=O)CCC(=O)O)CC1
  -4	-3	-2	6	21	-5	-1.1	-1	-2	1	-1.1
> CCN(c1ccccc1)S(=O)(=O)c1ccc(NN)nc1
  -6	1	1	-18	20	-1	1.0	-3	0	1	-2.6
> C=C(C)CNC(=S)Nc1nc2c(cc1C(=O)OCC)CCCC2
  3	6	-6	.	.	-3	-1.3	1	2	5	-1.0
> C/C=C/c1ccc(OCCSc2nc(C)cc(=O)[nH]2)c(OC)c1
  -5	3	3	-1	3	1	-0.2	-3	.	5	-0.6
> Cc1cc(C)nc(SCC(=O)N(C)CC(=O)Nc2ccccc2Br)n1
  -6	-9	0	-20	6	-1	-0.6	0	.	2	1.1
> Cc1ccc(C)c(N2CCN(C(=O)CNS(=O)(=O)c3cccs3)CC2)c1
  -8	0	-7	-3	-1	.	0.8	3	6	8	2.8
> O=c1c2ccccc2ncn1Cc1ccc2c(c1)OCO2
  -10	-10	-4	428*	0	-3	0.4	-2	18	-1	1.6
> CCOCCn1c(=O)c2c(nc3n2CCCN3Cc2ccccc2)n(C)c1=O
  -5	-5	-4	-2	.	0	0.4	1	5	-5	1.4
> CN(C)c1ccc(CNn2cnnc2SCc2ccc(F)cc2)cc1
  -11	-3	3	-7	-6	1	-2.5	-3	6	-7	2.0
> C[C@H](CO)N1C[C@H](C)[C@@H](CN(C)S(=O)(=O)c2cn(C)cn2)Oc2ccc(NS(=O)(=O)c3ccccc3)cc2C1=O
  -4	-16	0	24	2	.	-14	4	-9	-14	1.0
> CC(=O)c1sc(C(=O)O)c(-c2ccco2)c1-c1ccco1
  -10	1	6	-4	6	37	-0.4	0	-22	-14	17
> NC(=O)CSc1cn(CCNC(=O)c2cccs2)c2ccccc12
  3	3	4	369	-1	.	0.9	-2	-4	-14	0.2
> COc1ccc(C(=O)Nc2ccncc2)cc1[N+](=O)[O-]
  1	3	-4	-11	-2	-3	1.2	0	1	-3	0.3
> COc1cc2oc(=O)c3c(c2cc1OCC(=O)c1c(C)n(C)c2ccccc12)CCCC3
  -6	-8	3	-4	8	-1	0.3	-4	-28	-7	-0.8
> CCOC(=O)Cc1csc(NC(=O)COc2ccc3c(c2)CCC3)n1
  -10	1	-3	-5	3	0	-1.0	-1	-51	-13	-2.0
> COc1ccc(NC2CCCN(C(=O)CCN3CCCC3=O)C2)cc1 (stereo not given)
  3	-7	-6	12	-2	8	-0.6	-2	-9	-11	0.0
> CCOC(=O)c1c(C)[nH]c(C(=O)OCC(=O)NCc2ccc(C)cc2)c1C
  -7	-11	-5	7	4	1	-0.3	-5	-12	6	-1.0
> O=C(CCNS(=O)(=O)c1ccccc1F)N1CCN(S(=O)(=O)c2cccc(F)c2)CC1
  -4	0	-10	64	-6	-1	-0.2	-2	.	-15	0.0
> COc1ccc(CCNC(=O)CN2C(=O)COc3ccc(S(=O)(=O)N4CCOCC4)cc32)c(OC)c1
  -6	-1	-2	145	-5	1	-0.9	0	15	-10	-0.2
> Cn1cccc1/C=C1\CC(C(C)(C)C)C/C(=C\c2cccn2C)C1=O (stereo not given)
  -9	-59	14	2	3	8	-0.4	-12	.	9	-0.2
> COc1ccc(-c2nc(SCc3ccccc3)n(C(=O)c3ccco3)n2)cc1
  -2	-10	-2	-8	-9	-2	-1.0	3	8	-9	-0.2
> COCc1ccc(CN2CCC(Oc3ccc(C(=O)NCc4ccccn4)cc3)CC2)o1
  -4	-9	-1	-8	8	-1	0.9	-4	10	-19	-1.5
> Cc1csc(CN(C)C(=O)C2CCC(=O)N(Cc3ccc(Cl)cc3)C2)n1 (stereo not given)
  -3	-10	0	10	-6	-1	0.3	1	-2	-15	0.6
> CC(C)CSc1n[nH]c(N)n1
  4	-4	5	317	-2	0	-5.7	-2	38	-11	1.2
> Cc1ccc(S(=O)(=O)N2CCCCC2)cc1NC(=O)CCN1C(=O)C2CC=CCC2C1=O (stereo not given)
  -7	-5	-4	4	0	-2	0.4	5	-9	-10	1.2
> O=C(O)CN1C(=O)C2C3CC(C2C1=O)C1C(c2ccc(Cl)cc2)c2sc(=O)[nH]c2SC31 (stereo not given)
  0	-13	6	13	-7	1	-2.1	5	2	-11	2.3
> CCn1c(SCC(=O)N/N=C/C=C\c2ccccc2[N+](=O)[O-])nnc1-c1ccccc1
  -7	0	0	14	7	25	4.0	-1	.	6	-0.5
> Cc1cc(Br)ccc1OCCCCN1CCCCC1
  -7	-24	-4	214	-2	9	0.6	-3	7	-13	-0.2
> CC(NS(=O)(=O)c1ccc(Cl)c(Cl)c1)C(=O)OCC(=O)Nc1ccc2c(c1)OCO2 (stereo not given)
  -8	-7	1	9	-4	-2	-0.3	2	13	-15	2.4
> C#CCCOC(=O)Nc1ccccc1
  6	-3	1	15	0	-5	0.1	-4	4	12	0.9
> CCOc1cc(N2CCOCC2)c(OCC)cc1NC(=O)CSc1ncccc1C(=O)O
  -8	2	-3	12	-4	3	1.4	-5	.	-7	1.6
> COc1ccccc1C(=O)N1CCN(Cc2cccnc2)CC1
  -1	-5	-5	-8	-6	5	0.2	-6	2	-16	-2.9
> COc1ccc(CN2CCN(Cc3ccccc3F)CC2)c(OC)c1
  -6	-1	1	16	-2	3	1.3	3	16	11	1.9
> Nc1ncnc(NCc2ccccc2)c1[N+](=O)[O-]
  -2	0	1	-4	17	53*	-0.5	-4	7	14	-0.8
> COc1ccc(N2CCN(C(=O)c3ccc(CS(=O)Cc4ccc(C)cc4)o3)CC2)cc1 (stereo not given)
  -4	-8	-2	-16	2	1	0.1	-7	17	-10	1.3

Continued.
Below each SMILES – dFosB act	RTF Ca sens inh	RTF Ca sens act	Mot1-301 SUMO	Rtt109 Vps75	NSD2 HMT inh	CDK5 inh	Keap1-Nrf2 PPI	PfHsp90 set2	PvdQ inh	C-LANA FP
> COc1ccc(CNc2ccc(N3CCOCC3)cc2)cc1
  3	0	-1	-2	-3	10	0.1	-3	-11	-6	-1.4
> Cc1nnc(SCC(=O)NC2CC2)n1-c1ccccc1
  -4	-1	-2	-2	6	-7	-1.1	-4	0	-1	1.1
> CCOC(=O)c1c(-c2ccc(C)cc2)csc1/N=C(\C)C1=C(O)c2ccccc2C1=O
  -2	-20	-2	-7	-4	-3	-5.0	-4	10	-11	0.0
> CCOC(=O)c1c(-c2cccs2)csc1NC(=O)CN1CC(C)OC(C)C1 (stereo not given)
  -8	-20	6	145	6	-3	0.0	-4	-27	-10	-1.3
> CC(C)CNC(=O)NC(=O)COc1ccc(C=O)cc1
  3	-2	-6	-10	5	-1	0.4	3	6	-1	-0.7
> O=C(O)C1=CC2C=C(Cl)C=CC2OC1=O (stereo not given)
  -7	5	-4	.	7	-3	7.3	-5	1	4	-0.2

Rows were taken by chance; any-hit rate near 3.2%.
